High-throughput results as filed in PubChem BioAssay.
KCNK3 inh = human KCNK3 channel inhibitors, primary screen, CHO cells, FluxOR thallium flux, B-score | 0.84% of 340,000 active | B-score at 10 µM | FluxOR fluorescence; stronger effect = lower value;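 active means B-score under library mean minus 4 SD, starting fluorescence ratio at most library mean plus 5 SD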;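 further: more negative B-score means stronger inhibition of thallium flux through KCNK3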
Target sequence (O14649 whole entry, looked up): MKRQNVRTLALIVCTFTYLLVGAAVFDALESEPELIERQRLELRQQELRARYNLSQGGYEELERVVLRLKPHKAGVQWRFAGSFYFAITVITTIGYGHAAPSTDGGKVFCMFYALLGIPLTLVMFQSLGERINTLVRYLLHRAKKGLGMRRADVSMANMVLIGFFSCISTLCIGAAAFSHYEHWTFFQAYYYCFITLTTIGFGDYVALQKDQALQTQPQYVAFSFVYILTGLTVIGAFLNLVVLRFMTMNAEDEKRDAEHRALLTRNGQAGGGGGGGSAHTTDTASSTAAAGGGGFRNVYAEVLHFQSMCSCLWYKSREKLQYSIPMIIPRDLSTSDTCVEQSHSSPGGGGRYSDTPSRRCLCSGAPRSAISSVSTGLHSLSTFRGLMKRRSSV
hERG rescue = hERG rescue from dofetilide block, primary screen, cell-based, CHO-hERG, FluxOR thallium flux, dofetilide IC70 | Voltage-gated inwardly rectifying potassium channel KCNH2 (Homo sapiens), Q12809 | dofetilide IC70 present | activation (rescue from dofetilide block), less the hit threshold, % at 10 µM | 0.51% of 310,000 active | AID 1511, 2009;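 active means activation above the mean of controls blocked by dofetilide plus 5 SD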;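 further: thallium influx through hERG after potassium depolarization seen as dye fluorescence rise; in these data hits start at about 4.7%; inactives centre near -7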
Dyrk1A ADPGlo = rat Dyrk1A kinase inhibitors, primary screen, biochemical, single point, plate reader. Dual specificity tyrosine-phosphorylation-regulated kinase 1A (Rattus norvegicus), Q63470. ADP-Glo luminescence, NFATc1 peptide. inhibition, % at 12.5 µM. 0.43% of 310,000 active; in the data active means inhibition above about 50%;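 further: plate controls were vehicle with enzyme for no effect and no enzyme for full effect; many of its hits are not listed in these tables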
GSK3 alpha inh = blockers of GSK3A enzyme activity – biochemical, luminescence, cell-free homogeneous, HTS, primary screen; Glycogen synthase kinase-3 alpha (Homo sapiens), P49840; GSK-3 alpha kinase, ADP-Glo luminescence, 60 min; inhibition, % at 10 µM; 0.1% of 320,000 active;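 in the data active means inhibition above about 50%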;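 further: GST-tagged GSK-3 alpha with peptide substrate and 25 µM ATP; 0% = DMSO neutral wells and 100% = GW8510 positive control wells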
KCNQ1 act = potentiators or activators of KCNQ1 channel, primary screen, cell-based, thallium flux, high-throughput; Potassium voltage-gated channel subfamily KQT member 1 (Homo sapiens), P51787; CHO-K1 KCNQ1, thallium flux FluxOR fluorescence; stronger effect = higher value; B-score at 10 µM; 0.35% of 310,000 active; AID 2648, 2010;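 active means fluorescence ratio B-score, a plate-corrected score, at least three library SD, with initial intensity B-score within 5 SD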
Target sequence (P51787 whole entry, looked up): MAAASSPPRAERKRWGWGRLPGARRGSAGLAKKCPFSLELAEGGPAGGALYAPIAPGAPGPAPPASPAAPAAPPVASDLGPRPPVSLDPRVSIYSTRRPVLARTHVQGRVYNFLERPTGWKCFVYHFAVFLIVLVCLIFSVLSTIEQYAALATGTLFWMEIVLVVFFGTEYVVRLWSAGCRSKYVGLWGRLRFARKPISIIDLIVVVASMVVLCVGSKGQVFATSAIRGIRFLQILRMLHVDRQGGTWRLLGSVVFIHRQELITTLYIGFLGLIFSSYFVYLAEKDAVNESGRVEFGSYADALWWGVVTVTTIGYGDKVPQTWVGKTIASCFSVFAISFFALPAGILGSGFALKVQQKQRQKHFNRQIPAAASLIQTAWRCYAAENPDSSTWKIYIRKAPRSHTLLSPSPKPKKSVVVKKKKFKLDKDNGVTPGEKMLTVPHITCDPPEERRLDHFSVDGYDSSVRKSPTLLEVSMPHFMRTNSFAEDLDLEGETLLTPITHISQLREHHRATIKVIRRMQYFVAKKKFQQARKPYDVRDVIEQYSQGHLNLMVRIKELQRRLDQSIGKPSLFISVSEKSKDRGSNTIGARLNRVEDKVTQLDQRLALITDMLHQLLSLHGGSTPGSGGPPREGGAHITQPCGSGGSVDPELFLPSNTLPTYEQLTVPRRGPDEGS
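System: Stable KCNQ1 CHO-K1 line | Incubation: 90 min dye loading and 20 min compound exposure, both at room temperature | Measure: Ratio B score | Medium: Assay buffer for compound exposure, DMSO matched across wells | Compound dosing: Single-concentration screen | Probe or stimulus: K+/Tl+ depolarizing stimulus | Measured by: Kinetic FluxOR fluorescence, 10 s baseline plus 110 s post-stimulus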
RGS4 inh = RGS4 inhibitors, primary screen, cell-based, HEK293 M3R inducible RGS4, calcium flux; AID 463165, 2010; 0.45% of 310,000 active; Fluo-4 calcium flux; stronger effect = higher value; triggered by carbachol at its EC20; B-score at 10 µM; Regulator of G-protein signaling 4 (Homo sapiens), P49798;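 active means B-score, a plate-corrected calcium signal, over three deviations above library mean, with baseline fluorescence within five deviations of library mean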;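 further: RGS4 expression induced by doxycycline in cells with stable M3 receptor; B-score is computed from the integrated fluorescence ratio over baseline after carbachol; higher B-score means a larger calcium signal and so more RGS4 inhibition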
PolyA inhibitor = polyadenylation inhibitors in yeast reporter cells, primary screen, luminescence, S. cerevisiae | 0.02% of 300,000 active | S. cerevisiae SKY197-pL101 polyadenylation reporter, beta-gal luminescence; efflux-impaired pdr1/pdr3 knockout yeast; score 100 = 6 SD above DMSO | calls only at 12 µM;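 active means lowest replicate activity score at least 50, where 100 means six control SD above control mean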;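 further: yeast exposed to compound for 9 h at 30 °C; higher score means more reporter readthrough which indicates perturbed polyadenylation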
GSK3B inh = human GSK3beta kinase inhibitors, primary screen, biochemical, cell-free homogeneous, HTS | Glycogen synthase kinase-3 beta (Homo sapiens), P49841 | GST-GSK3beta kinase, ADP-Glo luminescence, 60 min; stronger effect = lower value | activity score (negative = inhibition), % at 10 µM | 0.038% of 300,000 active | AID 2097, 2009;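 active means more than half of replicate wells score below -50%, meaning over 50% inhibition versus plate controls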;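 further: 0% = median DMSO wells and -100% = median GW8510 positive control wells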
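Test system: GST-tagged human GSK3beta kinase, cell-free; evaluation: activity score scaled between in-plate DMSO and GW8510 controls; measured by: ADP-Glo luminescence; incubation: 60 min reaction, RT; benchmarks: DMSO and 20 µM GW8510; reagent: peptide substrate plus 25 µM ATP (final); medium: Tris/MgCl2 kinase buffer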
RGS4 act = RGS4 potentiators or activators, primary screen, cell-based, HEK293 M3R inducible RGS4, calcium flux; B-score at 10 µM; carbachol calcium flux Fluo4; stronger effect = lower value; 0.92% of 310,000 active; AID 463111, 2010;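 active means B-score of the integrated calcium signal more than 4 SD below the library mean, with starting fluorescence not abnormally high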;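 further: negative B-score means reduced calcium response which marks RGS4 activation or potentiation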
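test system = M3R-expressing HEK293 line, RGS4 induced by doxycycline | probe or stimulus = carbachol at ECmax as muscarinic agonist stimulus | timing = dye loading 30 min 37 °C, buffer rest 30 min RT | signal = calcium dye Fluo4 fluorescence | evaluation = B score from integrated fluorescence ratio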
KCNK9 inh = KCNK9 potassium channel inhibitors, primary screen, HEK293 cells, thallium flux; FluxOR thallium flux fluorescence; stronger effect = lower value; 1.2% of 310,000 active; AID 488922, 2010; B-score at 10 µM;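 active means ratio B-score over 3 SD below the library mean, with starting fluorescence within 5 SD of its mean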;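 further: negative B-score means less thallium flux so channel inhibition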
KCNQ1 block = inhibitors of human KCNQ1 channel, primary screen, cell-based, thallium flux, high-throughput | B-score at 10 µM | 1.3% of 310,000 active | Potassium voltage-gated channel subfamily KQT member 1 (Homo sapiens), P51787 | AID 2642, 2010 | CHO-K1 KCNQ1, FluxOR thallium flux fluorescence; stronger effect = higher value;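 active means compounds whose thallium flux B-score, printed positive for inhibition, exceeds three library SD while starting fluorescence stays within three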;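 further: channel opened by potassium depolarization with thallium stimulus after 20 min compound exposure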
Numbers without * were called inactive; i = inactive; nt = no result given.

Preview, three compounds:
canonical_smiles,GSK3 alpha inh,KCNK9 inh,KCNK3 inh,RGS4 inh,GSK3B inh,PolyA inhibitor,KCNQ1 act,Dyrk1A ADPGlo,KCNQ1 block,RGS4 act,hERG rescue
CCOc1ccc(-n2ccnc2SCC(=O)Nc2cc(C)on2)cc1,0,i,i,i,1,i,i,4,i,i,-7
O=C(CSc1nnc(-c2ccccc2F)n1C1CC1)NC(=O)c1cccc([N+](=O)[O-])c1,nt,i,i,i,5,i,i,-1,i,i,-5
CC(NC(=S)NC1CCCCC1)c1ccc(C(C)(C)C)cc1 (stereo not drawn),-2,i,i,i,5,i,i,nt,8*,i,-5

Results, from the start:
canonical_smiles,GSK3 alpha inh,KCNK9 inh,KCNK3 inh,RGS4 inh,GSK3B inh,PolyA inhibitor,KCNQ1 act,Dyrk1A ADPGlo,KCNQ1 block,RGS4 act,hERG rescue
CCOc1ccc(-n2ccnc2SCC(=O)Nc2cc(C)on2)cc1,0,i,i,i,1,i,i,4,i,i,-7
O=C(CSc1nnc(-c2ccccc2F)n1C1CC1)NC(=O)c1cccc([N+](=O)[O-])c1,nt,i,i,i,5,i,i,-1,i,i,-5
CC(NC(=S)NC1CCCCC1)c1ccc(C(C)(C)C)cc1 (stereo not drawn),-2,i,i,i,5,i,i,nt,8*,i,-5
CC(C)Cn1c(-c2ccco2)csc1=Nc1cccnc1,5,i,i,i,1,i,i,1,i,i,-2
Cc1cccc(-n2nc([N+](=O)[O-])c(=NC3CCN(Cc4ccccc4)CC3)n2O)c1,0,i,i,i,1,i,i,5,i,i,-12
COc1ccc(Cn2c(C3CCCCC3)nc3c(c(=O)c4ccccc4n3C)c2=O)cc1,0,i,nt,i,3,i,i,nt,i,i,-6
COc1ccc(NC(=O)CN(C)S(=O)(=O)c2ccccc2)cc1,-3,i,i,i,-1,i,i,-1,i,i,-13
CCn1c(=N)c(S(=O)(=O)c2ccc(Cl)cc2)cc2c(=O)n3ccccc3nc21,nt,i,nt,i,-2,i,i,nt,i,i,-9
O=C1c2ccccc2C(=O)C1Cc1cccc2ccccc12,-2,i,i,i,3,i,i,7,i,i,-5
O=C(CN1CCN(c2ccccc2)CC1)c1ccc2cc[nH]c2c1,1,i,i,i,2,i,i,3,i,i,-11
COc1ccc(-c2csc(NC(=O)c3ccc(S(=O)(=O)N4CCc5ccccc5C4)cc3)n2)c(OC)c1,0,i,i,i,1,i,i,nt,i,i,-6
Cc1occc1C(=O)Nc1ccc(S(N)(=O)=O)cc1,-2,i,i,i,3,i,i,-1,i,i,-10
O=C(Cc1ccc(F)cc1)NCCc1ccccc1,0,i,i,i,-6,i,i,2,i,i,-10
O=C(COC(=O)C1CC2CCCC(C1)C2=O)NC(=O)c1ccc(OC(F)F)cc1 (stereo not drawn),0,i,i,i,-1,i,i,-1,i,i,-5
Cc1cccc(C)c1C(=O)N[C@@H](Cc1ccccc1)C(=O)O,10,i,i,i,-1,i,i,-16,i,i,-5
Cc1cc(C)c2[nH]c(=O)c(CN(Cc3nnnn3C3CCCC3)C3CCCCC3)cc2c1,nt,i,i,i,2,i,i,1,i,i,-7
O=C(COc1ccccc1)OCc1cc2ccccc2[nH]c1=O,-1,i,i,i,-2,i,i,12,i,i,1
CCc1nn(CC(=O)NCCc2ccc(S(N)(=O)=O)cc2)c(=O)c2cc3sccc3n12,-2,i,i,i,-3,i,i,-1,i,i,-7
CC(C)Nc1nc(SCC(N)=O)nc(N2CCOCC2)n1,0,i,i,i,1,i,i,10,i,i,-6
O=C(OCc1nnc(-c2ccccc2)o1)c1cc(Cl)ccc1[N+](=O)[O-],-1,i,i,i,4,i,i,-3,i,i,-7
Cc1ccccc1N(CC(=O)Nc1ccccc1C(=O)NCc1ccco1)S(=O)(=O)c1ccccc1,-2,i,i,i,-1,i,i,0,i,i,-7
CCC(C)(C)NC(=O)C(c1ccc(OC)cc1)N(C(=O)CCC(=O)Nc1cc(C)on1)c1cccc(OC)c1 (stereo not drawn),-2,i,i,i,-3,i,i,1,i,i,-2
COC(=O)CNC(=O)c1ccccc1[N+](=O)[O-],-11,i,i,i,0,i,i,0,i,i,-1
CC(C)NC(=O)c1ccc(N(Cc2ccccc2)S(C)(=O)=O)cc1,-3,i,i,i,4,i,i,-8,i,i,-6
Cc1ccccc1OCC(=O)NCCNC(=O)c1cccnc1,-1,i,i,i,0,i,i,-1,i,i,-2
COc1ccccc1N=Nc1c(C)noc1C,-2,i,i,i,-24,i,i,6,i,i,-11
CN(C)/C=C1\C(=O)N(c2ccc(F)cc2F)C(c2cccnc2)S1(=O)=O (stereo not drawn),0,i,i,i,0,i,i,0,i,i,-14
COP(=O)(OC)C(Nc1ccc(C)cc1)c1ccc([N+](=O)[O-])cc1 (stereo not drawn),-1,i,i,i,0,i,i,9,i,i,-9
CCN(CC)CCNCc1ccc(OCc2ccc(Cl)nc2)c(OC)c1,-1,i,i,i,2,i,i,1,i,i,-2
COc1ccc(CN2C3CCCC2CC(NC(=O)c2cccc(F)c2)C3)cc1 (stereo not drawn),-1,i,i,i,-2,i,i,7,i,i,-12
Cc1ccc(C(=O)n2ncn(C)c2=S)cc1,nt,i,i,i,0,i,i,-2,i,i,-12
CNc1nc(NN)nc(Nc2ccccc2)n1,0,i,i,i,-1,i,i,6,i,i,-11
O=C(NC1CCSC1=O)c1cccc(C(=O)NC2CCSC2=O)c1 (stereo not drawn),0,i,i,i,-1,i,i,-3,i,i,-10
CC(C)(C)c1ccc(O)c(N)c1,0,i,nt,i,3,i,i,nt,i,i,-3
CC(C)(CCl)C(=O)Nc1ccnc(-c2ccncc2)n1,0,i,i,i,2,i,i,2,i,i,-9
CN1C=CC=C/C1=C1\SC(=S)N(CC(=O)O)C1=O,-2,i,i,i,2,i,i,-1,i,i,-5
COc1ccc(/C=C(\C#N)c2nc3ccccc3[nH]2)cc1O,nt,i,i,i,-1,i,i,3,i,i,-2
NC(=O)CSc1cn(Cc2cccc(F)c2)c2ccccc12,0,i,i,i,1,i,i,1,i,i,-5
O=C(Nc1scc(-c2ccc(Br)cc2)c1C(=O)O)c1ccccc1F,-1,i,i,i,-4,i,i,-8,i,i,-9
CCOC(=O)c1c(OCCO)nn(-c2ccccc2)c1N,2,i,i,i,-1,i,i,-10,i,i,-1
CN(C)c1ccc(/C=N/N(CCC#N)C2=NS(=O)(=O)c3ccccc32)cc1,-3,i,i,i,6,i,i,2,i,i,-7
O=C(NCc1ccccn1)c1cccc(S(=O)(=O)NCc2ccccc2)c1,1,i,i,i,3,i,i,-2,i,i,-5
CC1(C)C(=O)NC(=O)N1Cc1ccccc1,-2,i,i,i,1,i,i,3,i,i,-3
O=c1oc2ccccc2n1Cc1cccc(Cl)c1,-2,i,i,i,4,i,i,8,i,i,-3
O=C(c1ccc(Cl)c(S(=O)(=O)N2CCCC2)c1)N1CCCC(C(F)(F)F)C1 (stereo not drawn),1,i,i,i,1,i,i,2,i,i,-7
CCOc1ccc(CN2CCN(CC3CC3)CC2CCO)cc1 (stereo not drawn),0,i,i,i,1,i,i,nt,i,i,-10
COc1ccc(-n2nc3c(c2NC(=O)C(C)C)CSC3)cc1,-1,i,i,i,1,i,i,0,i,i,-2
O=C(Nc1cccc(N2C(=O)C3CCCCC3C2=O)c1)c1ccccc1 (stereo not drawn),-2,i,i,i,-2,i,i,2,i,i,-10
CC(C)(C)C(=O)N1CCC(O)(CS(=O)(=O)Cc2ccccc2Cl)CC1,3,i,i,i,2,i,i,5,i,i,-12
O=C(NCc1ccncc1)c1cc(F)c(F)cc1Cl,3,i,i,i,-2,i,i,2,i,i,-5

Remaining list, next part
canonical_smiles,GSK3 alpha inh,KCNK9 inh,KCNK3 inh,RGS4 inh,GSK3B inh,PolyA inhibitor,KCNQ1 act,Dyrk1A ADPGlo,KCNQ1 block,RGS4 act,hERG rescue
Cc1c(C=O)c(Cl)n(C)c(=O)c1C#N,-1,i,i,i,2,i,i,6,i,i,-6
O=C1CCCN1CCC1CCN(C2CC(=O)N(c3ccc(Cl)cc3)C2=O)CC1 (stereo not drawn),0,i,i,i,-2,i,i,4,i,i,0
CN1CCN(NC(=O)C2CC2)CC1,-1,i,i,i,-1,i,i,-3,i,i,-7
O=C(OCC(=O)N1CCCC1=O)c1nc(Cl)ccc1Cl,-2,i,i,i,-1,i,i,11,i,i,-6
CCC(C)NC(=O)/C(=C/c1ccco1)c1ccccc1 (stereo not drawn),-3,i,i,i,-2,i,i,0,i,i,-3
O=C(CN1C(=O)/C(=C/c2ccccc2)SC1=S)NNC(=O)c1ccccc1O,1,i,i,i,1,i,i,-8,i,i,-12
O=C(Nc1cccc(NC(=O)c2cccs2)c1)c1ccc(Br)o1,-3,-16*,-10*,i,3,i,i,13,i,i,-12
CN(c1ccccc1)c1nc(N)c([N+](=O)[O-])c(N2CCCC2)n1,0,i,i,i,-2,i,i,14,i,i,-5

Some of the compounds tested; the hit share may differ from the screen's.
